High-throughput results: PubChem BioAssay, several laboratories
FXN GAA850 act = FXN promoter activators, primary screen, cell-based, luciferase luminescence, HEK293 lucGAA850 | 0.56% of 360,000 active | activation, % at 6 µM | HEK293 lucGAA850 FXN promoter luciferase reporter, 24 h; percent of 10 µM SAHA response;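 active = activation above the average of all compounds screened plus 3 SD, cutoff fixed separately per campaign, cut at about 7.5% in these data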;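 note: 0% = DMSO wells and 100% = 10 µM SAHA wells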
DAX1 inh-1 = DAX1 (NR0B1) inhibitors on StAR promoter, primary screen, cell-based, luminescence, SF-1 (NR5A1), full-length DAX-1. AID 652010, 2013. 1.1% of 370,000 active. inhibition, % at 6.8 µM. HEK293T StAR-luciferase reporter, SF-1/DAX-1 repression relief;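 active = inhibition above the mean over all tested compounds plus 3 SD, cut at about 3.6% in these data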;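 note: 0% = DAX-1 cells with DMSO and 100% = cells lacking DAX-1 with DMSO; higher inhibition means more luminescence from relief of DAX-1 repression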
ssDAF12 agonist = S. stercoralis DAF-12 nuclear receptor activators, primary screen, cell-based, luminescence, HEK293, GRIP1 co-expression, lit1-tk-luc; Nuclear hormone receptor DAF-12 (Strongyloides stercoralis); HEK293 ssDAF-12/GRIP1 lit1-tk-luc reporter; % of 3 µM dafachronic acid response; activation, % at 6.8 µM; 1% of 370,000 active;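 active = activation above the mean over all tested compounds plus 3 SD, cut at about 0.9% in these data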;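 note: 0% = DMSO-only wells and 100% = 3 µM delta7-dafachronic acid wells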
SMARCA2 activ = SMARCA2 (BRM) function activators, primary screen, cell-based, luminescence, high throughput; activation, % at 9.1 µM; MG213 cells, MMTV-luciferase reporter, dexamethasone, overnight; 1% of 370,000 active; AID 652017, 2013; in the data active = activation above about 7.8%;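 note: 0% = vehicle wells and 100% = reference activator wells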
HGIII-sPLA2 inh = human group III sPLA2 inhibitors, primary screen, biochemical, QFRET, BODIPY PC-A2 liposome substrate; Group 3 secretory phospholipase A2 (Homo sapiens), Q9NZ20; QFRET BODIPY PC-A2 liposome hydrolysis, fluorescence; inhibition, % at 12.2 µM; 0.56% of 370,000 active; AID 743126, 2013;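 active = inhibition above mean plus 3 SD of compounds lying within the high and low control bounds, cut at about 19% in these data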;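 note: 0% = median of test compound wells and 100% = no enzyme DMSO wells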
Target sequence (Q9NZ20 whole entry, looked up): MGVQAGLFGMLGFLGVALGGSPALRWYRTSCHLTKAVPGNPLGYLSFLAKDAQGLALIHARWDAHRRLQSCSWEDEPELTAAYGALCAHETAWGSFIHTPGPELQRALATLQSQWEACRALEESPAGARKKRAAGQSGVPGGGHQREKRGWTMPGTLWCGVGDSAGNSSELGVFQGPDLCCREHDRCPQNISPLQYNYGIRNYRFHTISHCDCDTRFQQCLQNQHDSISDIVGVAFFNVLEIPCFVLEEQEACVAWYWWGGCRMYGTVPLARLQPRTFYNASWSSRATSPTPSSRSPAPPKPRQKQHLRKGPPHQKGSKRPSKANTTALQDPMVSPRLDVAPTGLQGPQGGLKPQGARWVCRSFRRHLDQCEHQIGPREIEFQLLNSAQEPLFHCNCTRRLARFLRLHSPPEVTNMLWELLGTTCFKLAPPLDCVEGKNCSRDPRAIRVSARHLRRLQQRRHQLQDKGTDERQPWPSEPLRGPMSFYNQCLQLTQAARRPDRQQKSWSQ
KLK7 zymogen act = proKLK7 zymogen activators, primary screen, biochemical, fluorescence intensity | activation, % at 7 µM | Kallikrein-7 (Homo sapiens), P49862 | 0.9% of 370,000 active | purified proKLK7, EDANS-DABCYL substrate fluorescence; 100% is mature enzyme control, 0% vehicle;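 active = activation above the mean of all tested compounds plus 3 SD, computed per campaign excluding outliers beyond control limits, cut at about 13% in these data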
Target sequence (P49862 whole entry, looked up): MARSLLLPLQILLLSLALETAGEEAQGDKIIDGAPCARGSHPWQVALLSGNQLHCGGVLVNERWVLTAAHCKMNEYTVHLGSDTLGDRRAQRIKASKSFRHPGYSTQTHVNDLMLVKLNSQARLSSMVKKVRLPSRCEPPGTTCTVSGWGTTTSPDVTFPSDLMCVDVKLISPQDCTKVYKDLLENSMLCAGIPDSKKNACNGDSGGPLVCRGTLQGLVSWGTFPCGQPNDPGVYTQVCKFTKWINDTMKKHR
DAX1 inh-2 = DAX1 (NR0B1) inhibitors, primary screen, cell-based, HEK293, Gal4-DAX1, luciferase luminescence; Nuclear receptor subfamily 0 group B member 1 (Homo sapiens), P51843; HEK293 Gal4-DAX1 luciferase reporter; AID 504766, 2011; inhibition, % at 6.75 µM; 0.99% of 340,000 active;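 active = inhibition above the mean over all tested compounds plus 3 SD, cut at about 4.2% in these data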;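 note: 0% = DAX1-transfected cells with DMSO and 100% = empty-vector control cells with DMSO; inhibition shows as a rise in luminescence from relieved DAX1 repression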
Target sequence (P51843 207-470 limits assumed): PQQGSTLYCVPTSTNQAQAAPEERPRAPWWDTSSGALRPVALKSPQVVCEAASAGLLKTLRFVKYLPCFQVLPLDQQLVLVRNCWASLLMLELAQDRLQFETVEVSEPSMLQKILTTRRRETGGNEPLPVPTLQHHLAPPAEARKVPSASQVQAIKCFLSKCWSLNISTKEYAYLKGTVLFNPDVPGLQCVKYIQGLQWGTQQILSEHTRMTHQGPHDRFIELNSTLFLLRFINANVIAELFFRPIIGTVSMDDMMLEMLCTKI
hgDAF12 agonist = H. glycines DAF-12 receptor agonists, primary screen, cell-based, luminescence, HEK293, GAL4 fusion, UAS-luciferase; Nuclear hormone receptor DAF-12 (Heterodera glycines), GAL4 fusion; HEK293 GAL4-hgDAF12 UAS-luciferase reporter, agonist luminescence; normalized to butyrate control; activation, % at 6.8 µM; 1.8% of 370,000 active;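 active = activation above a cutoff set at the mean of all screened compounds plus 3 SD, cut at about 10% in these data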;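 note: 0% = DMSO wells and 100% = sodium butyrate wells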
GC-A act = GC-A stimulated cGMP production enhancers – HEK293 GC-A cells, cGMP TR-FRET, EC30 ANP, primary screen; Atrial natriuretic peptide receptor 1 (Homo sapiens), P16066; 0% at EC30 ANP, 100% saturating ANP; activation, % at 10 µM; 0.14% of 370,000 active; AID 1671463, 2021; in the data active = activation above about 40%
NPR2 activator = human GC-B receptor activators, primary screen, HEK293 GC-B cells, cGMP TR-FRET, EC30 CNP; activation, % at 10 µM; Atrial natriuretic peptide receptor 2 (Homo sapiens), P20594; 0.11% of 370,000 active; AID 1920062, 2024; 0% at EC30 CNP, 100% saturating CNP;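 active = activation at 10 µM reaching about 35% in either raw or pattern-adjusted values, limit read from the data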
hcDAF-12 act = H. contortus DAF-12 nuclear receptor activators, primary screen, cell-based, luminescence, HEK293, lit1-tk-luc reporter; HEK293 hcDAF-12 lit1-tk-luc reporter; 0% DMSO, 100% Δ7-dafachronic acid; activation, % at 6.8 µM; 1.4% of 370,000 active; AID 652067, 2013;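 active = activation above the mean of all tested compounds plus 3 SD, cut at about 5.5% in these data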;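 note: 100% = response to 3 µM Δ7-dafachronic acid high control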
* marks the source's active call; other numbers are inactive results; / = no result given.

Results follow in this order: HGIII-sPLA2 inh	hcDAF-12 act	KLK7 zymogen act	hgDAF12 agonist	SMARCA2 activ	GC-A act	DAX1 inh-2	FXN GAA850 act	NPR2 activator	ssDAF12 agonist	DAX1 inh-1
- CCOC(=O)c1c(-c2ccc(F)cc2)csc1NC(=O)CCN1C(=O)c2ccccc2C1=O
    7.9	-1.3	-0.1	6.7	-0.9	0.7	-0.6	1.3	7.2	-1.6	-0.7
- CC(C)(C)OC(=O)N(Cc1ccccc1)Cc1ccc(OCc2cccc(NC(=O)C3CC3)c2)cc1
    -2.2	1.5	-0.4	1.2	-4.5	-1.9	0.8	-1.6	4.9	-1.2	0.3
- COc1ccc(OC)c(N2C(=O)CC(Cc3ccc(Cl)cc3)C2=O)c1 (stereo unspecified)
    -7.9	-2.2	0.3	-0.2	-0.8	-2.0	-0.3	-1.2	-5.4	-1.2	-0.6
- CC(Sc1nncs1)C(=O)Nc1ccc(Cl)cn1 (stereo unspecified)
    3.7	-1.7	-0.3	0.0	-1.7	0.0	-0.1	0.8	-2.2	-1.3	0.3
- Cn1c(-c2ccc(C#N)cc2)c(C#Cc2ccccc2)c2ccccc21
    5.3	3.4	-110.4	4.4	-2.5	12.9	1.4	2.2	1.4	-0.3	0.5
- Cn1nc(C(=O)NCc2ccccn2)c2ccccc2c1=O
    6.6	-1.1	0.7	-0.8	-1.2	-2.5	-0.7	0.4	-2.8	-0.9	0.1
- O=[N+]([O-])c1cccc(Cl)c1N1CCOCC1
    -1.1	-1.6	-0.7	1.8	-0.2	-0.5	0.0	-0.4	-1.8	-1.2	0.9
- COc1ccccc1N(CN1CCCC1=O)C(=O)c1c(F)cccc1F
    2.6	-1.3	0.2	-1.6	-4.6	-2.1	-0.6	1.3	4.0	-1.1	-1.0
- COc1cccc(NC(=O)C(=O)c2cn(CC(=O)N3CCOCC3)c3ccccc23)c1
    1.8	1.9	0.1	6.0	-0.1	6.1	0.8	3.2	0.2	-0.4	1.1
- CCCCC(CC)CNC(=O)c1ccc2c(c1)OCO2 (stereo unspecified)
    7.8	0.7	-0.7	1.8	-0.5	-4.0	-0.8	2.9	3.5	-1.3	0.4
- O=C(N/N=C/c1ccc(N2CCOCC2)cc1)c1cccs1
    -4.0	3.1	0.1	19.8*	5.2	1.2	0.9	6.6	3.4	-0.7	4.4*
- COC(=O)[C@@]1(Cc2ccc(F)cc2)[C@H]2c3cc(C(=O)N(C)C)n(Cc4ccc(C)c(F)c4F)c3C[C@H]2CN1C(=O)c1ccccc1
    -11.3	-1.1	0.8	-3.4	-3.0	-2.5	/	/	8.4	-0.1	-2.9
- Nc1nnnn1N=C1CCCCC1
    0.1	1.9	4.2	1.0	-0.6	1.6	0.8	-3.7	-0.4	-0.9	0.3
- CC(=O)N(C)c1ccc(NC(=O)c2ccc([N+](=O)[O-])cc2Cl)cc1
    2.4	0.2	-0.5	0.3	2.6	1.4	-0.9	1.6	1.0	-0.9	-0.2
- Nc1nc(SCC(=O)C23CC4CC(CC(C4)C2)C3)n[nH]1
    -14.3	-1.1	0.1	-0.3	-0.1	0.4	-0.2	1.6	-7.0	-0.7	0.1
- CN(C(=O)COC(=O)CN1C(=O)c2cccc([N+](=O)[O-])c2C1=O)c1ccccc1
    6.2	-0.8	0.2	1.6	-3.1	-5.1	-0.7	1.7	-7.1	-1.4	0.0
- O=C(Nc1cc(C(F)(F)F)ccc1N1CCCCC1)C1=COCCO1
    -23.0	-0.9	-0.1	-1.0	-2.8	1.4	0.7	1.5	5.6	-0.3	1.1
- CCOC(=O)c1cc(CC)sc1NC(=O)COC(=O)c1cnccn1
    16.8	-1.4	0.1	-0.1	-1.6	-1.5	-0.4	2.3	-0.6	-1.3	-0.6
- NS(=O)(=O)c1ccc(CCNC(=O)COC(=O)Cc2ccc([N+](=O)[O-])cc2)cc1
    -21.5	-1.1	-0.1	2.1	-2.3	0.9	-0.8	1.0	0.0	-1.1	-0.2
- CC(C)(C)OC(=O)NCCCCCc1nnc(SCc2cccc(F)c2)o1
    -4.5	-2.2	-0.7	-2.8	-1.2	4.3	0.1	0.1	3.6	-1.3	-0.8
- CN(Cc1ccccc1)C(=O)c1csc([C@@H]2O[C@H](CO)[C@H](O)[C@H](O)[C@H]2O)n1
    3.1	0.1	-0.7	5.8	-1.7	2.1	/	0.3	5.8	-1.7	0.2
- COC(=O)N1CCCCC1c1cc(C(=O)Nc2ccc(OC)cc2C)no1 (stereo unspecified)
    1.4	-2.4	-0.2	1.3	0.5	3.2	/	1.4	-5.1	-1.1	0.0
- O=C(CSc1nnc(-c2ccc(Cl)cc2)o1)N1CCOCC1
    -3.4	2.5	-0.2	11.4*	5.5	2.6	-1.0	5.7	2.6	-0.2	0.9
- O=C(NCC(=O)N1CCCC(C(F)(F)F)C1)c1ccc(Br)o1 (stereo unspecified)
    -0.2	-1.7	0.0	-1.2	0.1	2.3	-0.3	1.5	3.1	-1.0	0.5
- N#Cc1ccc(NC(=O)COC(=O)c2cccnc2Cl)cc1
    -0.7	-0.5	0.0	-0.1	-3.5	4.9	3.1	0.8	-5.6	-1.3	0.0
- C=C[C@@H]1c2ccccc2N(S(=O)(=O)c2ccc(C)cc2)[C@H](c2ccc(C(=O)OC)cc2)C1(C#N)C#N
    3.2	-0.8	0.1	0.8	1.1	-2.9	0.6	0.3	-3.2	-0.6	0.3
- O=C(CN1CCCC1=O)NC1(C(F)(F)F)NC(=O)N(Cc2ccccc2)C1=O (stereo unspecified)
    18.1	1.5	-0.1	0.1	-3.5	-1.2	-0.5	3.8	-0.3	-1.9	0.3
- COc1ccc(Br)cc1CN(C)CC(=O)Nc1ccccc1Cl
    -9.2	0.0	0.2	-3.6	0.9	1.8	-0.6	2.4	-4.8	-1.1	-0.5
- Cc1nn(C)c(C)c1NC(=S)Nc1ccc(S(=O)(=O)Nc2ncccn2)cc1
    3.5	0.5	0.2	1.8	-1.6	5.5	1.4	-1.1	3.2	-1.0	-0.9
- Cc1ccc(-n2nnnc2SCC(=O)N2CCc3ccccc3C2)c(C)c1
    -9.5	-3.2	-0.3	2.4	-1.1	-0.6	-1.4	-2.0	1.7	-2.0	0.1

Only hcDAF-12 act, KLK7 zymogen act and DAX1 inh-2, for 2 of the compounds above:
| SMILES | hcDAF-12 act | KLK7 zymogen act | DAX1 inh-2 |
| --- | --- | --- | --- |
| O=C(CN1CCCC1=O)NC1(C(F)(F)F)NC(=O)N(Cc2ccccc2)C1=O (stereo unspecified) | 1.5 | -0.1 | -0.5 |
| CC(C)(C)OC(=O)NCCCCCc1nnc(SCc2cccc(F)c2)o1 | -2.2 | -0.7 | 0.1 |

New compounds follow.
Results follow in this order: HGIII-sPLA2 inh	hcDAF-12 act	KLK7 zymogen act	hgDAF12 agonist	SMARCA2 activ	GC-A act	DAX1 inh-2	FXN GAA850 act	NPR2 activator	ssDAF12 agonist	DAX1 inh-1
- COc1cccc(C2NC(=O)c3sc(=S)n(-c4ccccc4)c3N2)c1 (stereo unspecified)
    -0.7	-0.4	0.5	-0.5	-1.6	-2.7	-1.0	-2.1	-0.6	-0.9	-0.6
- CCOC(=O)Cc1csc(NC(=O)CSc2nc(C)cc(C)n2)n1
    6.2	-1.6	-1.0	-1.2	-2.9	-0.5	-1.8	0.4	4.7	-1.1	-1.9
- O=C(CCl)N1CCN(CC(=O)N2CCCC2)CC1
    -3.5	0.6	-0.8	0.9	-3.7	0.4	0.3	-1.0	-3.6	-1.0	-0.7
- O=C1CCCN1c1ncc(S(=O)(=O)c2ccc([N+](=O)[O-])cc2)s1
    -3.6	-1.6	-0.1	-0.8	-4.9	0.1	-1.1	1.4	-0.9	-1.7	-2.0
- CCN(CC(=O)NCc1ccc(Cl)cc1)C(=O)c1cc(OC)cc(OC)c1
    6.7	-1.1	0.2	-0.9	-2.9	-3.5	0.4	-2.0	-1.4	-1.0	-0.4
- O=C(c1ccco1)N1CCN(Cc2cc(=O)c(OCc3c(F)cccc3Cl)co2)CC1
    3.0	-0.4	-0.3	-0.7	1.0	2.1	0.5	-0.6	4.0	-1.1	0.6
- CCOc1ccc(-n2cc(-c3ccccc3)c3c(=S)nc[nH]c32)cc1
    -3.4	-0.4	-0.4	-0.7	-2.0	2.2	-0.8	4.9	-3.6	-1.3	-0.4
- COc1cccc(CN(C)CC2CCCN(CCc3ccc(Cl)cc3)C2)c1OC (stereo unspecified)
    -4.2	0.9	0.7	0.2	0.6	-16.6	-0.4	-1.7	-14.9	-0.8	0.0
- COc1cccc(NC(=O)c2ccc3c(O)c(S(=O)(=O)c4ccccc4)c(=O)[nH]c3c2)c1
    -3.2	-1.9	-0.6	3.4	-1.3	-1.2	0.4	-0.3	-1.8	-0.8	-0.5
- Cc1ccc(-c2ocnc2C(=O)Nc2ccccc2NC(=O)c2ccccn2)cc1
    -10.0	2.6	-6.0	-0.2	-1.2	-0.8	-0.5	0.0	-5.0	-0.8	0.0
- CC(C)CCN=Cc1c(O)n(-c2ccccc2)c(=O)c2ccccc12
    6.5	-0.5	0.5	-2.4	-0.2	7.7	-0.8	-0.5	13.0	-0.6	-1.3
- O=C1C(C2=NC(c3ccccn3)C3C(=O)N(c4ccc(OC(F)(F)F)cc4)C(=O)C23)=C(O)c2ccccc21 (stereo unspecified)
    -1.7	2.1	0.1	0.7	-3.0	0.4	-0.2	-0.9	-4.4	-0.6	0.0
- COc1cccc(CN(C(=O)c2ccccc2Br)C2CCS(=O)(=O)C2)c1 (stereo unspecified)
    3.6	-0.8	0.2	0.6	-0.9	-3.3	0.5	-1.8	-1.6	-0.6	0.2
- CCN(C(=O)CSc1nnc(-c2c[nH]c3ccccc23)o1)C1CCS(=O)(=O)C1 (stereo unspecified)
    -7.7	0.6	0.1	0.5	-3.4	-2.6	-2.0	-0.6	-2.2	-1.1	0.5
- Cc1cc(-c2ccccc2)nc(N/N=C/c2cccnc2)n1
    -1.6	-1.4	0.0	3.5	4.8	-3.6	1.2	1.2	3.7	-1.5	-1.8
- COc1ccc(CN2C(=O)C(=O)N(CC(N)=O)C2=O)cc1
    0.0	1.7	-0.1	-1.8	3.0	-0.6	0.0	0.2	3.1	-1.2	0.6
- CNC(=O)c1ccsc1NC(=O)c1ccc(S(=O)(=O)N2CCc3ccccc32)cc1
    -6.5	-3.5	-2.8	-0.1	-2.4	-1.9	-1.5	-0.3	-2.7	-1.7	-2.6
